NPY-Y1 PAM-ag = NPY-Y1 receptor potentiators or agonists, primary screen, cell-based | NPY-Y1 expressing cells, potentiator/agonist activation | hit rate 0.37% among 220,000 | Neuropeptide Y receptor type 1 (Homo sapiens), P25929 | activation, % at 3.6 µM; in the data active means activation above about 33%, passing the limit was not always enough;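 further: cells stimulated with NPY at EC10 then isoproterenol at EC100; 0% = low agonist plus stimulus and 100% = saturating agonist plus stimulus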
NPY-Y2 PAM-ag = NPY-Y2 potentiators or agonists, primary screen, cell-based | hit rate 0.45% among 220,000 | cells expressing NPY-Y2, potentiator/agonist read-out | Neuropeptide Y receptor type 2 (Homo sapiens), P49146 | activation, % at 3.6 µM; in the data active means activation above about 27%;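 further: cells stimulated with NPY near EC25 plus isoproterenol at EC100; 0% = vehicle plus submaximal agonist and 100% = vehicle plus saturating agonist; some results beyond the cut were filed as inactive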
S1P4 antagonist = S1P4 receptor antagonists, primary screen, cell-based | inhibition, % at 4.98 µM | S1P4-expressing cells, antagonist mode, reporter read-out | hit rate 0.26% among 220,000 | Sphingosine 1-phosphate receptor 4 (Homo sapiens), O95977; in the data active means inhibition above about 29%;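 further: 0% = wells stimulated with agonist and 100% = vehicle wells without agonist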
EP2 mod = EP2 receptor modulators, cAMP readout, primary screen, cell-based, HTRF cAMP, PGE2 stimulation | induction, % at 25 µM | EP2-expressing cells, cAMP HTRF FRET, PGE2 co-stimulation | Prostaglandin E2 receptor EP2 subtype (Homo sapiens), P43116 | hit rate 0.83% among 260,000;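 active means compounds whose cAMP rise, as percent of the full-agonist control response, exceeds 60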;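 further: rat C6 glioma line stably carrying human EP2 under a CMV promoter; the protocol text gives 20 µM as final concentration; 100% = response of wells given 1 µM PGE2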
Target sequence (P43116 whole entry, looked up): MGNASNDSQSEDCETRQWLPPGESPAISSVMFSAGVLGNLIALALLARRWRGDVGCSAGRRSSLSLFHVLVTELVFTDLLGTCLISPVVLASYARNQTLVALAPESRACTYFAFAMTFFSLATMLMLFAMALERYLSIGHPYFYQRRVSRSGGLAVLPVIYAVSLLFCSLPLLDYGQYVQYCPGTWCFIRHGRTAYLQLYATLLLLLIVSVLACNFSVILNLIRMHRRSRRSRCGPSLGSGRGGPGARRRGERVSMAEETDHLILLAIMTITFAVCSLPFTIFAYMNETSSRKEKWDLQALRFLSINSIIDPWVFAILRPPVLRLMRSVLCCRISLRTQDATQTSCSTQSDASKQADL
CHOP inhibitor = inhibitors of CHOP promoter induction, primary screen, cell-based, unfolded protein response, luciferase reporter; hit rate 3.8% among 220,000; CHO-K1 CHOP-promoter luciferase, tunicamycin-induced, 15-18 h; AID 2732, 2010; inhibition, % at 10 µM;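 active means compounds that reduced the stress-induced luciferase reporter signal by more than about 70% of percent inhibition, limit read from the data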;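 further: 0% = tunicamycin plus vehicle and 100% = wells without tunicamycin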
S1P4 ag = S1P4 receptor agonists, primary screen, cell-based; hit rate 0.35% among 220,000; S1P4-expressing cell line, agonist reporter assay; AID 1509, 2009; activation, % at 4.98 µM; Sphingosine 1-phosphate receptor 4 (Homo sapiens), O95977; in the data active means activation above about 11%;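 further: 0% = DMSO vehicle and 100% = reference agonist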
NPY Y1 blocker = NPY-Y1 receptor antagonists, primary screen, cell-based | Neuropeptide Y receptor type 1 (Homo sapiens), P25929 | HEK293-CNG Y1 cells, membrane potential fluorescence; NPY at EC95, then isoproterenol | inhibition, % at 3.6 µM | hit rate 1% among 200,000 | AID 1040, 2008;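 active means inhibition above the campaign mean inhibition of all tested compounds plus 3 SD, cut at about 20% in these data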;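 further: 0% = DMSO wells given NPY plus isoproterenol and 100% = isoproterenol alone without NPY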
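Material: HEK293 cells co-expressing NPY Y1 receptor and cyclic-nucleotide gated channel. Timing: compound incubation 1 h at room temperature, readout 45 min post-stimulation. Signal: fluorescence, membrane potential probe.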
TRPML3 agonist = human TRPML3 channel agonists, primary screen, cell-based, HEK293 TRPML3-YFP, Fluo-8 calcium fluorescence, 3 µM | hit rate 0.29% among 220,000 | 100% = the carbachol control signal | activation, % at 3 µM;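 active means activation above its plate's cutoff, the mean activation of the plate's test wells plus 3 SD, cut at about 12% in these data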;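 further: 0% = DMSO only wells and 100% = carbachol wells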
Target sequence (Q8TDD5 whole entry, looked up): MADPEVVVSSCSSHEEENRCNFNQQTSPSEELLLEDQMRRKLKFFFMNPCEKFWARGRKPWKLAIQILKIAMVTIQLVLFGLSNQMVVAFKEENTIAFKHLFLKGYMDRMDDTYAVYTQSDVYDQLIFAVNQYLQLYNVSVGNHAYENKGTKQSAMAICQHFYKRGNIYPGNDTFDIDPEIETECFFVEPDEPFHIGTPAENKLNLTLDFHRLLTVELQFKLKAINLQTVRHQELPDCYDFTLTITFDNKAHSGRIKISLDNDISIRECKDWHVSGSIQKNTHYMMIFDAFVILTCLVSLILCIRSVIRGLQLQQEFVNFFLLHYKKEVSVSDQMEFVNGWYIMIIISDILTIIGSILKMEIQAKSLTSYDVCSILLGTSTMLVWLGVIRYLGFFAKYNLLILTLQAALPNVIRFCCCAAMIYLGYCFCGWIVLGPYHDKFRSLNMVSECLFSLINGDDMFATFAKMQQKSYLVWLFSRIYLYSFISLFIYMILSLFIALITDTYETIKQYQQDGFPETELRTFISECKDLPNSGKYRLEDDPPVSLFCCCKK
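Test system: HEK293 cells stably carrying human TRPML3-YFP; Doses: single dose, 3 µM final nominal compound, 0.3% DMSO final; Schedule: dye loading 1 h 37 °C then 30 min ambient, 125 s read; Technique: Fluo-8 calcium fluorescence; Benchmarks: high control carbachol 87 µM, low control DMSO.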
zfTRPN1 agonist = zebrafish TRPN1 channel agonists, primary screen, cell-based, HEK293, calcium fluorescence | transient receptor potential cation channel N1 (TRPN1/NompC), Danio rerio | HEK293 zebrafish TRPN1-YFP, Fluo-8 calcium fluorescence; 100% = response to 87 µM carbachol | activation, % at 3 µM | hit rate 0.18% among 220,000 | AID 1424, 2008;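 active means activation above its plate's cutoff, the mean activation of test wells on that plate plus 3 SD, cut at about 19% in these data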;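 further: 0% = DMSO alone and 100% = 87 µM carbachol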
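Material: zebrafish TRPN1-YFP in HEK293 cells. Doses: one dose of 3 µM, 0.3% DMSO. Incubation: dye 1 h 37 °C plus 30 min RT. Measured by: intracellular calcium fluorescence with Fluo-8.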
Active calls of the source: *; nt = not tested or not shown; & = joins results of further samples. Outcome played no part in choosing rows; overall some 6.5% were active at least once.

SMILES	NPY-Y1 PAM-ag	NPY-Y2 PAM-ag	S1P4 antagonist	EP2 mod	CHOP inhibitor	S1P4 ag	NPY Y1 blocker	TRPML3 agonist	zfTRPN1 agonist
Cc1cc(N2CCOCC2)ccc1/C=C1\NC(=O)N(CC(=O)Nc2ccccc2C)C1=O	13.0	-1.9	-11.4	14.0	20.4	-0.9	-3.6	0.2	0.7
COc1ccc(/C=C(\NC(=O)c2cccs2)C(=O)Nc2ccccc2C)cc1OC	-37.7	-22.6	-12.8	0.1	-39.8	-2.3	-2.5	1.1	2.5
Cc1ccc(F)cc1NC(=O)N1CCN(c2ccnc3cc(Cl)ccc23)CC1	-34.1	-17.4	4.9	-4.9	31.1	0.8	nt	0.8	3.2
N#CCNC(=O)c1cccn1-c1ncc(C(F)(F)F)cc1Cl	-7.5	-2.4	0.1	-5.0	5.6	0.4	4.0	-0.1	0.3
CCOc1ccc(/C(O)=C2/C(=O)C(=O)N(CCN(C)C)C2c2ccccc2)cc1Cl (configuration not stated)	11.5	14.4	-15.1	18.5	9.1	1.2	6.0	-0.3	0.0
Cc1cccc(CN2CCN(C(=O)CCc3nnc(C4CCCCC4)o3)CC2)c1	0.3	5.8	-11.4	-24.1	7.3	-2.0	1.3	0.3	-0.1
Cc1nn(-c2ccccc2)c(N2CCCC2)c1/C=N/NC(=S)Nc1ccccc1F	0.5	3.3	-2.5	-3.1	15.3	0.2	3.2	-0.5	-0.1
O=C(c1nnsc1S(=O)c1ccc(Cl)cc1)N1CCOCC1 (configuration not stated)	1.8	-2.8	15.1	-76.5	107.0*	-1.5	7.8	2.1	-0.3
Cc1cc2cc(CNC(=S)Nc3ccc(OC(F)F)cc3)ccc2n1C	-7.3	6.6	1.2	-49.9	22.8	1.4	3.6	0.8	2.5
CS(=O)(=O)c1ccc2nc(NC(=O)c3cc4ccccc4o3)sc2c1	-6.0	-14.2	-4.3	-31.4&0.6	-5.3	-4.0	4.7	0.5	-1.0
COc1cc(/C=C(/C#N)C(=O)Nc2ccc(C)cc2)ccc1Oc1nc(Cl)ncc1F	0.0	3.8	-11.4	-2.8	-11.8	-1.9	-2.2	1.5	1.2
O=C(NNC(=S)Nc1ccccc1)c1ccncc1	7.0	-8.9	1.1	0.4	-11.5	-1.7	3.4	-0.2	-0.8
COC(=O)c1cc2oc(C)cc2n1CC(=O)Nc1cc(C)cc(C)c1	-16.9	-33.5	-0.2	12.6	-4.5	1.2	9.2	0.5	-0.1
COc1ccc(N(CC(=O)NCCSC(C)(C)C)S(C)(=O)=O)c(OC)c1	-4.5	10.3	-15.7	12.1	2.7	0.9	-0.4	0.2	0.7
Cc1ccc(/C=N/NC(=O)CNC(=O)COc2ccccc2)cc1	-24.1	11.0	-2.5	-7.9	9.1	-0.7	-3.9	0.7	0.5
Cc1ccc2cc(CN(CCCN3CCOCC3)C(=O)NC3CCCCC3)c(=O)[nH]c2c1C	8.9	-8.8	5.0	9.1	54.2	0.4	8.6	0.8	0.4
Cc1ccccc1C(=O)Nc1cc(S(=O)(=O)N2CCCCC2)ccc1N1CCN(C)CC1	-0.1	-1.6	-10.4	35.6	12.7	0.7	3.7	1.7	-0.6
CC(NC(=O)Cn1cc(C(F)(F)F)ccc1=O)c1ccc(F)cc1 (configuration not stated)	4.9	-16.3	-3.3	14.0	6.4	0.3	-3.5	-0.6	-0.9
O=C(Cn1ncn2c(cc3ccccc32)c1=O)NCc1ccco1	-12.6	-10.3	-24.9	1.1	27.8	0.6	-2.6	1.6	1.0
CCCCCC/C(=N/O)c1ccccn1	-4.2	11.2	-4.3	19.0	54.3	0.4	3.3	-0.8	-0.6
CCN(CC)C(=O)CSc1nnc(-c2ccccn2)n1-c1ccc(C)c(C)c1	-2.4	20.0	-2.6	-2.1	-1.2	-1.7	-2.1	0.8	-0.2
CC(=O)Nc1ccc(NCC(O)COc2ccccc2)cc1 (configuration not stated)	12.1	-3.5	-11.1	7.1	-16.1	1.3	5.5	0.2	-0.3
O=C1CSC(c2ccccc2F)N1 (configuration not stated)	-13.7	4.8	5.1	9.0	-22.9	-1.4	nt	0.2	-0.8
CCN1CCN(C(=O)c2ccc3c(c2)c(C)c(C)n3Cc2ccccc2)CC1	-8.7	-15.1	6.4	2.6	39.5	-0.4	0.3	1.0	0.7
COc1cc(C(=O)Nc2ccc(C(C)=O)cc2)c(Br)c(OC)c1OC	-1.0	9.5	-5.4	11.3	24.9	1.4	-2.1	0.9	4.3

Reprinted at random: 4 entries already listed
SMILES	NPY-Y1 PAM-ag	NPY-Y2 PAM-ag	S1P4 antagonist	EP2 mod	CHOP inhibitor	S1P4 ag	NPY Y1 blocker	TRPML3 agonist	zfTRPN1 agonist
CS(=O)(=O)c1ccc2nc(NC(=O)c3cc4ccccc4o3)sc2c1	-6.0	-14.2	-4.3	-31.4&0.6	-5.3	-4.0	4.7	0.5	-1.0
COc1cc(C(=O)Nc2ccc(C(C)=O)cc2)c(Br)c(OC)c1OC	-1.0	9.5	-5.4	11.3	24.9	1.4	-2.1	0.9	4.3
O=C(NNC(=S)Nc1ccccc1)c1ccncc1	7.0	-8.9	1.1	0.4	-11.5	-1.7	3.4	-0.2	-0.8
CCN(CC)C(=O)CSc1nnc(-c2ccccn2)n1-c1ccc(C)c(C)c1	-2.4	20.0	-2.6	-2.1	-1.2	-1.7	-2.1	0.8	-0.2

More compounds.
SMILES	NPY-Y1 PAM-ag	NPY-Y2 PAM-ag	S1P4 antagonist	EP2 mod	CHOP inhibitor	S1P4 ag	NPY Y1 blocker	TRPML3 agonist	zfTRPN1 agonist
CCOC(=O)C1=C(CC)Nc2ccccc2N=C1NC(=O)c1oc2ccccc2c1C	-7.2	2.5	0.3	68.5*	14.8	1.5	9.7	0.2	0.5
CCC(C)NC(=O)c1ccccc1NC(=O)CN(c1ccc(OC)cc1)S(C)(=O)=O (configuration not stated)	-5.5	4.7	-19.1	0.1	5.4	0.0	1.2	-1.0	-1.0
O=C(N/N=C/C(Br)=C\c1ccccc1)c1ccc2nc[nH]c2c1	-16.1	5.8	1.6	-5.4	-7.0	1.1	-2.7	1.0	0.6
NC(=O)Cn1c(=O)n(-c2ccccc2)c(=O)c2oc3ccccc3c21	-13.8	-1.8	2.6	26.5	16.7	-0.1	-1.4	1.2	1.3
Cc1cc(C)c(NC(=O)NC(=O)C(Cl)(Cl)Cl)c(C)c1	-1.2	-4.0	-6.5	14.5	24.0	1.2	5.5	0.0	-0.4
Cn1ccnc1SCCC#N	-15.5	-0.6	-9.8	9.2	2.6	-0.3	-1.6	-0.4	1.6
Cc1ccccc1CN1C[C@@H]2C[C@@H](c3cn[nH]c3-c3ccccc3)N3CCC[C@@]23C1=O	3.5	3.7	10.6	17.4	36.4	-0.3	-5.1	0.0	1.2
CCSc1nnc(NC(=O)/C=C/c2ccco2)s1	-0.1	4.3	-27.4	-10.4	26.9	0.1	8.4	0.6	-0.6
COc1ccc(C(=O)CN2CCN(S(=O)(=O)c3cccc([N+](=O)[O-])c3)CC2)cc1	7.8	6.0	-0.8	-16.9	8.2	2.9	0.6	2.3	6.7
CC1=CC(C)(C)NC(=S)N1c1cc(C)cc(C)c1	10.8	-9.3	-22.4	18.2	21.4	-0.3	-4.3	-0.2	-0.9
Cc1ccc(-c2c[n+](CC(=O)Nc3ccccc3C)c3n2CCC3)cc1	-5.1	-8.0	4.4	-20.7	4.4	1.1	nt	0.4	0.9
COc1ccc(C(=O)NC(=S)Nc2ccc(N3CCOCC3)c(Cl)c2)cc1[N+](=O)[O-]	6.4	3.7	-13.2	-25.9	7.4	2.0	-2.3	0.2	0.6
CCC(C)n1nccc1NC(=O)C(C)Cl (configuration not stated)	-19.1	12.2	-14.4	18.8	1.1	-0.7	2.7	1.0	0.8
O=C(Cn1nnc(-c2ccccc2)n1)NNC(=O)c1ccc(Br)cc1	-19.5	-9.0	-11.8	2.8	19.5	-0.6	-0.1	0.8	0.7
O=C(NNc1ncnc2c1cnn2-c1ccccc1)c1ccco1	2.9	2.5	10.0	-11.0	2.5	1.1	0.9	0.3	0.0
CC(=O)Nc1ccc(N2C(=O)CSC2c2ccc(F)cc2)cc1 (configuration not stated)	3.3	-0.1	-17.7	-16.3	13.3	1.6	-1.6	1.1	0.0
C=CCn1c(=S)sc2c(=O)[nH]cnc21	-8.6	-0.3	-1.4	-4.6	3.1	0.1	nt	0.0	-0.1
CN1CCCC(OC(=O)COc2ccccc2)C1 (configuration not stated)	-4.6	-13.9	10.1	19.6&10.6	2.3	0.9	0.5	0.7	-0.1
O=C(COC(=O)c1n[nH]c2ccccc12)Nc1ccc([N+](=O)[O-])cc1	-6.8	-0.3	0.6	-38.9	16.1	1.6	-1.6	0.8	0.8
O=C(NCc1ccncc1)c1c(F)c(F)c(F)c(F)c1F	-6.6	-1.0	-16.6	11.0	-8.3	0.4	6.9	0.1	-0.3
Fc1cnc(N2CCOCC2)nc1N1CCOCC1	-1.5	-9.1	-6.6	17.9	-1.4	0.7	3.2	0.6	0.1
Cc1ccc(NC(=O)C23CCC(C)(C(=O)[C@H]2Br)C3(C)C)cc1 (some centres not stated)	8.2	-3.7	-4.6	-3.3	-18.3	-0.2	nt	1.9	2.3
CCOC(=O)N1CCC(N(CCCOC)C(=O)Nc2ccc(CC)cc2)CC1	11.5	2.8	-11.8	24.9	32.8	-1.2	-6.8	0.3	0.5
COc1cc(C)c(Br)cc1S(=O)(=O)NCc1ccccc1	28.1	23.6	-11.4	-8.4	-16.0	-1.3	-1.7	1.6	-1.7
CC(Oc1ccc(Cl)cc1Cl)C(=O)Nc1ccc(S(=O)(=O)Nc2cnc3ccccc3n2)cc1 (configuration not stated)	11.7	5.6	8.4	-6.9	21.9	-1.5	1.2	0.9	1.8
Cn1c(=O)n(C/C=C/c2ccccc2)c(=O)c2c1nc1n2CCCN1Cc1ccccc1	0.5	-4.6	-1.8	-15.0	29.7	2.5	3.8	0.5	-0.8
CC(C)Oc1ccc(C(=O)NCc2cccnc2)cc1	-0.3	6.2	-3.6	-7.6	8.9	0.1	-3.4	1.4	1.6
CN(C)/C=C(\C#N)C(=O)Nc1ccc(F)c(Cl)c1	-16.9	-29.6	-13.1	-33.4	-20.2	-2.6	nt	3.3	1.3
NC(=O)C1CCN(S(=O)(=O)Cc2ccccc2Cl)CC1	-0.7	-11.9	-13.5	1.0	-27.7	0.8	0.5	0.6	-0.5
CCn1c(SCCC(=O)Nc2ccccc2)nnc1-c1ccc(OC)cc1	8.7	-25.1	-10.3	22.6	14.1	1.2	3.8	1.1	-1.6

High-throughput results: PubChem, several laboratories
